# Yeast superoxide: lowers age-related superoxide in aged yeast cells; superoxide response (% of plate mean), % at 10 µM; AID 2690; S. cerevisiae aged cells, superoxide DHE fluorescence; active compounds read low; 330,000 compounds, 0.18% hits;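 active = superoxide response under a set limit, about three screen SD below normal, cut at about 65% in these data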;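 also: yeast aged for seven days with compound at 30 °C before DHE staining; 100% = average MFI of all compound-treated wells on the plate with controls excluded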
# BCLXL inh: Bcl-xL (human) inhibition; GST-Bcl-xL / FITC-Bim BH3 peptide fluorescence polarization; inhibition, % at 10.9 µM; 320,000 compounds, 0.7% hits;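 active = inhibition above the mean of all tested compounds plus 3 SD, cutoff set per campaign, cut at about 30% in these data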;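 also: 0% = DMSO wells and 100% = unlabeled Bim-BH3 peptide competitor; inhibitors lower millipolarization by displacing the labeled peptide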
# Target sequence (Q07817 whole entry, looked up): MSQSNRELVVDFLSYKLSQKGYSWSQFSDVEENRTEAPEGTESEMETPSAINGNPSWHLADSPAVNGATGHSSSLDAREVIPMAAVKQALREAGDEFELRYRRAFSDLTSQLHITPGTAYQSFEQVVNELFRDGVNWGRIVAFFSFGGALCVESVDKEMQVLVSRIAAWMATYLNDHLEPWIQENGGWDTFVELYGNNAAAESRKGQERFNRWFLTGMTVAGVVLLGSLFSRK
# GLD-1 TGE inh: GLD-1-TGE RNA interaction inhibition (C. elegans); purified GLD-1 + fluorescein TGE RNA, fluorescence polarization; AID 2280; inhibition, % at 5.96 µM; 320,000 compounds, 0.44% hits;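 active = percent inhibition above a per-plate cutoff, the plate mean of test compounds plus 3 SD, cut at about 30% in these data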;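 also: 0% = DMSO wells with GLD-1 and probe and 100% = wells lacking GLD-1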
# Target sequence (Q17339 whole entry, looked up): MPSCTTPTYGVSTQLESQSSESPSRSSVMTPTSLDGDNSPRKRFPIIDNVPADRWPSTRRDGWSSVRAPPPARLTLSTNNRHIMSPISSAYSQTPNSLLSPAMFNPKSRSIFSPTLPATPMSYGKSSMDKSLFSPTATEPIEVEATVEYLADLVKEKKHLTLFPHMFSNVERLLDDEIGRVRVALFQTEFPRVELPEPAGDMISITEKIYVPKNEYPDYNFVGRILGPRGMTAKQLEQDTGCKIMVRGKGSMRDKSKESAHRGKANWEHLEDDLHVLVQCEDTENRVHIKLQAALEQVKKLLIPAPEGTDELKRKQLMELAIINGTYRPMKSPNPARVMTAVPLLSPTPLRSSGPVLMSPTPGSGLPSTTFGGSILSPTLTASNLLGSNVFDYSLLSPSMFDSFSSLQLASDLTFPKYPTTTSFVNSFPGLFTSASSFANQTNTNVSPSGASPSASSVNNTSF
# GRK2 inh: blocks RNA aptamer binding to human GRK2; P25098; bead flow cytometry, FAM-aptamer displacement from GRK2; inhibition of aptamer binding, % at 10 µM; 330,000 compounds, 0.59% hits;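 active = inhibition of aptamer binding above 40%, roughly 3 SD of noise, on plates passing a quality check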;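 also: median bead fluorescence of bound FAM aptamer so fluorescent compounds give negative values; no value below 0 was filed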
# CIT2-GFP yeast: alters CIT2-GFP fluorescence in TOR pathway yeast screen; S. cerevisiae CIT2-GFP strain, flow cytometry, 3 h; 100 means same as DMSO wells; GFP response vs DMSO, % at 10 µM; 320,000 compounds, 0.065% hits; AID 2029;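 active = GFP response relative to DMSO above a set limit, near the screen mean plus 3 SD, cut at about 150% in these data; inconclusive = Fewer than 70 cells measured for a yeast strain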;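 also: ratio of well median GFP fluorescence to mean of DMSO wells on the plate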
# VLA-4 inh: inhibition in a human VLA-4 binding assay. P13612. VLA-4 expressing cells, ligand binding flow cytometry. inhibition, % (about 7 µM as worked out from the volumes in the protocol). 330,000 compounds, 0.2% hits. AID 2557; in the data active = inhibition above about 50%
# AGP1-GFP MLPCN: modulators of TOR pathway AGP1-GFP in S. cerevisiae; S. cerevisiae AGP1-GFP multiplex flow cytometry, 3 h; GFP as percent of DMSO wells; GFP response vs DMSO, % at 10 µM; 320,000 compounds, 0.02% hits; AID 2066;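 active = GFP response relative to DMSO above a set limit, near screen average plus 3 SD, cut at about 150% in these data; inconclusive = fewer than 70 cells counted for the yeast strain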;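 also: median GFP channel fluorescence of the gated AGP1 strain per well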
# MEX-5 binding: C. elegans MEX-5 TCR-2 RNA binding activity | activity score (negative = inhibition of binding), % at 10 µM | MEX-5/FITC-TCR2 RNA binding, fluorescence polarization; active compounds read low | Q9XUB2 | 300,000 compounds, 0.38% hits;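 active = inhibition past about -25% in most replicates, and total fluorescence under double the plate's negative control median, limit read from the data; inconclusive = replicates evenly split on the limit, or fluorescence at least double controls; inactive = too little inhibition in most replicates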;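 also: 0% = DMSO and -100% = 5 µM competing unlabeled TCR2 RNA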
# MCL1 BIM primary: MCL1-BIM-BH3 interaction inhibition (human); GST-MCL1 / FITC-Bim-BH3 fluorescence polarization; AID 2057; inhibition, % at 10.9 µM; 320,000 compounds, 0.68% hits; Q07820;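 active = inhibition above the mean inhibition of all tested compounds plus 3 SD, set per campaign, cut at about 40% in these data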;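 also: 0% = DMSO wells and 100% = unlabeled Bim-BH3 peptide control; higher means more loss of mP so more displacement of Bim peptide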
# Target sequence (Q07820 whole entry, looked up): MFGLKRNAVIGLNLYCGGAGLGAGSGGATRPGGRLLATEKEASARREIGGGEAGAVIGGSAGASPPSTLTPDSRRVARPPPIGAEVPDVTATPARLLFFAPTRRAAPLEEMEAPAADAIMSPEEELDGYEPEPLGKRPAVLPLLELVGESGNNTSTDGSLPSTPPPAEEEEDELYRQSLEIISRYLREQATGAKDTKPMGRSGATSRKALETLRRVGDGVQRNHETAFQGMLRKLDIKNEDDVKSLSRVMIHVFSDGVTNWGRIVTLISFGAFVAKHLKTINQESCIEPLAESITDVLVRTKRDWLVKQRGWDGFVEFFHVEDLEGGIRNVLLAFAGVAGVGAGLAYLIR
# Starred values were filed as active, the others as inactive; ? = inconclusive; . = no result given; [ ] = dose if it differs, or a comment.
SMILES,Yeast superoxide,BCLXL inh,GLD-1 TGE inh,GRK2 inh,CIT2-GFP yeast,VLA-4 inh,AGP1-GFP MLPCN,MEX-5 binding,MCL1 BIM primary
Cc1cccc(C(=O)Nc2cccc(S(=O)(=O)NCc3ccco3)c2)c1,96,2,0,0,97,3,102,.,2
Cc1cc(Nc2ccc(Cl)cc2)n(-c2cccc(Cl)c2)n1,84,0,0,6,95,-21,94,1.1,1
CCc1ccc(-c2nc(CN3CCCC(C(=O)O)C3)c(C)o2)cc1 (centres undefined),103,4,7,2,79,23,91,2.4,0
O=C(NCC(=O)N1CCC2(CC1)NCCc1[nH]cnc12)c1ccc(F)cc1,89,6,6,4,99,13,111,1.9,2
CS(=O)(=O)c1nc(S(=O)(=O)c2ccc(Cl)cc2)c(NCCCN2CCCC2=O)s1,93,5,0,0,115,8,106,-5.4,2
Cc1cc(NC(=O)CSc2nnc(CNC(=O)c3cccc(C(F)(F)F)c3)o2)no1,96,-1,-5,0,99,-15,98,-1.3,-1
COc1ccc(C(=O)/C=C/c2cn(CC(O)CN3CCOCC3)c3ccccc23)cc1 (centres undefined),100,-30,-97,0,86,-21,91,.,-55
COc1cccc(CN(C)C(=O)c2cccc(OC3CCN(C4CCCC4)CC3)c2)c1,91,1,8,2,82,10,91,1.1,-3
COc1ccc(OCC(=O)N/N=C(\C)c2ccc(OC)cc2)cc1,107,-2,-3,5,88,7,92,1.2,-6
CCN1C(=O)[C@H]2[C@@H](c3ccc(OC)cc3)N3C(=O)CN(Cc4ccccc4)C(=O)[C@@]3(Cc3ccccc3)[C@H]2C1=O,101,1,4,3,62,45,70,1.1,0
CCCN(C(=O)c1ccccc1Cc1ccccc1)C1CCS(=O)(=O)C1 (centres undefined),85,5,1,1,103,1,111,-0.5,4
O=C(Nc1nnc(Cc2c[nH]c3ccccc23)s1)c1ccc(Cl)cc1Cl,94,4,-3,2,102,-49,97,0.6,-4
N#CCCN(Cc1cccnc1)S(=O)(=O)c1ccc(S(=O)(=O)NC2CCCCC2)cc1,95,3,7,0,92,4,95,3.0,2
COc1ccc(Oc2ncccc2NC(=O)c2cccc(C)c2C)cc1,120,1,-2,2,81,-4,96,1.5,-1
C[C@H](CO)N1C[C@H](C)[C@@H](CN(C)C(=O)NC2CCCCC2)Oc2c(NC(=O)Cc3ccccc3)cccc2C1=O,112,.,4,8,95,-13,93,.,.
COc1cc(CN(C)Cc2ccccc2)cc(OC)c1O,99,7,-1,1,99,-2,86,-0.9,3
COc1ccc(CCNc2nc(-c3cccc(NC(C)=O)c3)cs2)cc1OC,95,3,2,0,104,-2,104,-1.1,3
COc1ccc(S(=O)(=O)N2CCC(C(=O)N[C@@H](C)C(=O)NCc3ccccc3OC)CC2)cc1,119,8,-8,1,107,-10,106,-0.9,9
Cc1ccc(C(=O)CSc2nnc(CNc3ccc(F)cc3)o2)cc1,90,4,2,0,87,-13,95,0.7,0
O=C(NCc1cccnc1)c1ccc(CS(=O)(=O)c2ccc(Cl)cc2)o1,111,5,-2,3,100,-3,91,2.5,6
CC(=O)Oc1ccc(C(=O)NC(C)CCc2ccccc2)cc1 (centres undefined),83,3,0,3,103,2,100,3.6,5
CCOc1cc(Br)ccc1S(=O)(=O)N1CC(C)OC(C)C1 (centres undefined),102,2,-2,0,94,6,114,-3.0,4
CC(C)(C)c1cc(C(=O)NCc2ccccc2)ccn1,102,7,11,0,95,3,99,0.2,1
COC(=O)c1cc2c(=O)c3ccccc3oc2nc1/C=C/N(C)C,99,.,.,2,?,-160,38[may fluoresce violet],23,.
CC(=O)c1cccc(NC(=O)CN(C)S(=O)(=O)c2ccc3c(c2)CCC(=O)N3)c1,106,4,-6,0,103,33,107,0.5,1
CC(C#N)Sc1nnc(Nc2ccccc2)s1 (centres undefined),102,-2,1,1,119,-4,113,-0.9,-1
CNc1nc(N)c([N+](=O)[O-])c(Nc2cccc(Cl)c2)n1,115,1,-3,0,121,10,96,1.6,9
CCOC(=O)C1CCCN(c2cc(=O)n(Cc3ccc(F)cc3)c(=O)[nH]2)C1 (centres undefined),97,-1,0,0,67,8,80,-1.8,-2
CCOC(=O)N=S(=O)(Oc1ccc([N+](=O)[O-])cc1)c1ccc(Cl)cc1 (centres undefined),97,0,2,0,91,5,88,-0.7,3
Cc1ccc(-c2noc(CCC(=O)NCCCN3CCN(c4cccc(Cl)c4)CC3)n2)cc1,107,6,-5,1,93,9,95,0.4,-6
COC(=O)[C@@H]1C[C@@]2(O)[C@H](O)[C@H](O)[C@H](O)C[C@H]2N1Cc1ccccc1OS(=O)(=O)c1ccc(C)cc1,92,0,-2,0,110,-5,103,-0.6,-1
CC(=O)N1CCN(C(=O)c2cccc(S(=O)(=O)Nc3ccc(C)cc3)c2)CC1,96,4,-5,3,98,9,96,0.7,4
CC1CC(C)CN(CCCNC(=O)c2nn(C)c3c2CS(=O)(=O)c2ccccc2-3)C1 (centres undefined),119,-2,-4,4,94,-102,97,-3.5,1
COc1ccc(N2CCN(CCNC(=O)CCNS(=O)(=O)c3cccs3)CC2)cc1,102,-3,-4,0,99,10,101,2.5,-2
O=C(O)c1occc1CSc1ccccc1,103,3,13,0,104,5,104,-0.9,5
CCOC(=O)C(=CNc1cc(C)nn1-c1ccc(C)cc1)C(=O)OCC,94,0,2,0,92,-7,.,2.6,-3
CC(C)CC(=O)NN(C)c1nc(-c2ccccc2)nnc1C(F)(F)F,98,7,7,0,97,2,101,2.9,1
COC(=O)c1ccc(CSc2nnc(NC(C)C)s2)o1,94,5,5,3,109,-5,104,-1.8,1
Cc1ccc(S(=O)(=O)N2CCC(C(=O)OCC(=O)NCCc3ccccc3)CC2)cc1C,101,-2,1,1,94,-12,107,1.2,-2
O=C(COC(=O)COc1ccc(Br)cc1)NCC1CCCO1 (centres undefined),101,.,0,1,110,6,102,.,.
O=C(c1cccc(S(=O)(=O)N2CCOCC2)c1)N(Cc1ccc(F)cc1)Cc1ccco1,110,2,-1,2,106,-13,107,0.6,0
CCOP(=O)(CC(C(C)=O)C(O)c1ccccc1)OCC (centres undefined),.,3,1,.,.,.,.,1.6,0
CCOCCCNC(=O)C(c1ccc(C)cc1)N1CCOCC1 (centres undefined),89,-1,5,0,95,25,105,0.1,0
COc1cccc(NC(=O)Nc2ccccc2C(N)=O)c1,119,9,1,4,101,-10,63,-0.4,6
O=C1c2cccnc2C(=O)N1Cc1ccc(S(=O)(=O)N2CCOc3ccccc32)cc1,104,-1,6,2,98,-6,98,-0.1,-6
O=C(CSc1ccccc1)Nc1ccc(Cl)c(S(=O)(=O)N2CCOCC2)c1,117,.,3,21,95,4,97,.,.
Cc1ccccc1C(=O)NC1CCN(Cc2ccccc2)CC1,101,2,1,0,96,-2,97,0.2,-1
COc1ccc(-c2[nH]ncc2CN2CCN(C(=O)c3ccco3)CC2)cc1F,89,5,5,1,108,1,107,0.2,-3
COc1ccc(OC)c(S(=O)(=O)Nc2ccc3c(c2)N(C(C)=O)CCC3)c1,75,6,-1,0,106,-3,113,-2.8,4
COc1ccc(C)cc1S(=O)(=O)N1CCN(S(=O)(=O)c2cc(C)ccc2OC)CC1,88,0,2,0,103,-10,111,0.6,-1
# (listing goes on)
SMILES,Yeast superoxide,BCLXL inh,GLD-1 TGE inh,GRK2 inh,CIT2-GFP yeast,VLA-4 inh,AGP1-GFP MLPCN,MEX-5 binding,MCL1 BIM primary
CCC1CCCCN1C(=O)CSc1nnc(-c2ccc3c(c2)OCCO3)o1 (centres undefined),96,-4,0,0,95,6,95,-1.6,3
O=S(=O)(Nc1ccc(-c2ccc3nncn3n2)cc1)c1ccccc1Cl,81,3,-4,1,101,1,111,-1.4,5
N#Cc1cc([N+](=O)[O-])ccc1NC(=O)COC(=O)CCC1CCCCC1,103,5,1,1,102,-3,91,0.6,-3
CCOC(=O)c1c(-c2ccccc2)oc2cc(CN(C)C)c(O)c(CN(C)C)c12,107,35*,37*,0,92,-19,99,-1.9,49*
CC(=O)OCC1=C(C(=O)O)N2C(=O)C(NC(=O)CC(C)c3ccccc3)C2SC1 (centres undefined),96,5,10,0,93,15,94,.,14
NC(=O)COC(=O)c1cc(-c2ccco2)nc2ccccc12,134,25,18,6,96,1,105,-8.0,25
COc1ccccc1NC(=O)CCc1c(C)nc2c(-c3ccc(F)cc3)c(C)nn2c1C,105,-9,-2,0,108,0,?,0.8,-5
CCN(CC)S(=O)(=O)c1cc([N+](=O)[O-])ccc1NNC(=O)Nc1ccccc1,101,-15,1,0,109,16,106,-0.4,-12
O=C1N(c2cccc(Cl)c2)C(c2ccc(Cl)cc2)N2CCCN12 (centres undefined),92,-2,2,0,109,4,110,-1.8,2
CCN(C(=O)COC(=O)/C=C/c1c(C)nn(-c2ccccc2)c1C)C1CCS(=O)(=O)C1 (centres undefined),94,3,-7,1,102,-8,98,-0.9,4
Cc1nnc(NC(=O)CSc2nnc(CC(=O)Nc3ccccc3F)n2C)s1,86,4,-1,1,96,-1,99,-4.4,7
CN(C)CCCN(C(=O)c1ccc(S(=O)(=O)N2CCCCCC2)cc1)c1nc2ccc(F)cc2s1,114,5,2,0,98,33,99,-0.1,13
CC(=O)c1ccc(NC(=O)CCCCCn2nnc3ccccc3c2=O)cc1,79,6,0,1,101,6,104,1.0,8
COC(=O)c1ccccc1NC(=O)c1cc(-c2ccc(C)cc2)on1,104,-1,2,0,96,-7,83,-1.4,3
Cc1nn(C(C)C(=O)N2CCCCC2)c(=O)c2c1sc1ccccc12 (centres undefined),92,3,1,0,104,15,108,0.2,3
CCC(=O)c1ccc(OCC(=O)OCC(=O)NC2CCCC2)cc1,99,-4,-3,1,96,-6,102,-0.3,1
Cc1cc(C)c2c(=O)c(/C=C3\NC(=S)NC3=O)coc2c1,81,-2,1,0,97,-9,108,-0.9,-11
S=c1[nH]nc(-c2ccco2)n1/N=C/C=C/c1ccco1,104,-1,7,5,93,-8,91,0.0,31
Cc1nc(N2CCCCCC2)c2ccccc2n1,96,5,-7,0,114,-42,105,-1.6,-2
O=C(CNC(=O)c1cccs1)NCCc1ccco1,71,1,6,0,104,-6,101,.,10
CCOC(=O)c1c(N)sc(C(=O)N2CCCC2)c1C,99,4,1,3,108,-7,110,0.1,3
CC(C)NC(=O)CN1C(=O)CSc2ccc(S(=O)(=O)N3CCCC3)cc21,95,2,6,0,107,6,99,3.0,6
Cc1ccc(S(=O)(=O)N2CCCCC2)cc1NC(=O)CNCc1ccco1,89,7,3,5,105,8,110,-0.7,2
CCc1ccc(/C=C\C(=O)N2CCc3ccccc3C2)cc1,106,8,1,0,97,8,97,2.9,4
Cc1ccc(C(=O)N2CCN(c3nc4ccccc4n3C)CC2)cc1,108,5,0,0,99,6,101,-2.0,10
CCOc1ccc(C(=O)CCC(=O)N(CC)CC(=O)NCc2cccs2)cc1,124,-5,7,1,100,11,102,4.6,-10

# Source: PubChem (several laboratories)
